MT1-MMP act inh – inhibitors of human MT1-MMP activation; GFP/RFP ratio change, % at 20 µM; 360,000 compounds, 0.061% hits; HT1080 RFP-PRO-GFP cells, GFP/RFP ratio fluorescence, overnight; percent of plate control window, DMSO zero; P50281;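 active = GFP/RFP ratio change of at least 30% with cell ATP level not reduced by more than half and red fluorescence within 50% of control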; also: strong numbers were not always called active
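Assay system – RFP-PRO-GFP reporter HT1080 cells · Compound dosing – single dose of 20 µM compound, 1% DMSO final · Incubation – overnight compound exposure at 37 °C · Measure – GFP/RFP fluorescence ratio · Benchmarks – DMSO wells and RFP-L50D-GFP cells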
SKN-1 inh – inhibitors of C. elegans SKN-1. 360,000 compounds, 0.49% hits. inhibition, % at 21.8 µM. C. elegans VP596 Pgst-4::GFP/RFP ratio, acrylamide-induced, 24 h;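 active = interference check ratio from 0.5 to 1.5 plus GFP to RFP signal ratio inhibition reaching or exceeding a fixed threshold, cut at about 30% in these data, passing the limit was not always enough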; also: some compounds called inactive have numbers as strong as hits
FAS-TE inh – inhibitors of human fatty acid synthase thioesterase domain; P49327; recombinant FAS-TE, OMFH fluorogenic substrate, fluorescence endpoint; inhibition, % at 15 µM; 360,000 compounds, 0.67% hits; AID 602261;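 active = compounds whose normalised, plate-corrected inhibition of enzyme fluorescence in the single-dose primary screen is 50% or more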;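 also: 0% = DMSO with enzyme and 100% = substrate without enzyme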
NRP1-CendR mod – NRP-1/CendR interaction modulation; inhibition, % at 25 µM; AID 602438; FAM-RPARPAR peptide binding to NRP-1, fluorescence polarization; O14786; 360,000 compounds, 0.85% hits;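 active = inhibition or corrected inhibition above about 18%, plus a signal ratio from 0.5 to 1.5, limit read from the data, passing the limit was not always enough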; also: strong numbers were not always called active
MsrA inh – inhibitors of bovine MsrA | purified bovine MsrA, absorbance read-out | inhibition, % at 15.5 µM | 360,000 compounds, 0.75% hits | AID 651718; in the data active = inhibition above about 4.5%;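 also: 0% = vehicle wells with enzyme and 100% = reference inhibitor wells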
bovine MsrA act – bovine methionine sulfoxide reductase A activation; purified bovine MsrA, absorbance read-out; activation, % at 10.6 µM; 360,000 compounds, 0.3% hits; AID 602163; in the data active = activation above about 7.5%;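 also: 0% = vehicle and 100% = reference activator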
Neddyl block – blocks human cullin neddylation | P61081+Q13564 | TR-FRET cullin neddylation, biochemical | calls only at 25 µM | 360,000 compounds, 0.58% hits | AID 651699; in the data active = inhibition above about 36%
E coli Lon inh – inhibits E. coli Lon protease. P0A9M0. purified E. coli Lon protease, fluorescence polarization. inhibition, % at 7.94 µM. 360,000 compounds, 0.42% hits; in the data active = inhibition above about 13%, passing the limit was not always enough;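 also: 0% = enzyme with probe and DMSO and 100% = no enzyme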
Rin1-Abl PPI inh – human Rin1-Abl interaction inhibition; P00519+Q13671; TR-FRET Rin1/Abl binding, biochemical; inhibition, % at 7.35 µM; 360,000 compounds, 0.4% hits; AID 588664; in the data active = inhibition above about 5%, passing the limit was not always enough
Numbers without * were called inactive; i = inactive; / = no result given.

smiles,Rin1-Abl PPI inh,Neddyl block,SKN-1 inh,FAS-TE inh,E coli Lon inh,bovine MsrA act,MsrA inh,NRP1-CendR mod,MT1-MMP act inh
O=C(CC(c1ccccc1)C1CCCCC1=O)c1ccccc1 (stereo not drawn),2.6,i,16.0,11.2,-2.4,-3.8,-0.4,12.0,-4.4
O=C(CNC(=O)C(c1ccccc1)c1ccccc1)OCc1ccccc1,-1.3,i,-2.3,1.9,-2.7,-1.4,0.4,5.6,1.2
COC(=O)[C@@H](NC(=O)Nc1ccc(C(C)=O)cc1)C(C)C,-2.8,i,8.4,-3.9,8.7,-3.3,-1.1,-2.9,-0.3
COc1ccc(-c2nc3c4ccccc4ccn3c2CN2CCOCC2)cc1OC,-2.5,/,2.8,-0.2,3.3,-8.5,-0.8,16.0,-3.2
O=C(NCc1cccnc1)c1cc(C2CCCN(C(=O)CCCc3ccccc3)C2)on1 (stereo not drawn),-1.4,i,10.7,-1.3,-13.1,-0.8,-1.1,3.4,0.2
COc1cc(/C=N/NC2=NCCCCC2)ccc1O,-4.5,i,-3.2,-1.7,-1.7,-2.4,1.6,12.0,-4.2
CCOC(=O)N1CCN(C(=O)C2CC(c3ccccc3OC)=NO2)CC1 (stereo not drawn),-4.7,i,-6.7,-5.3,-9.3,-2.7,-1.1,18.1,5.3
COc1ccc2[nH]c3c4c(ccc3c2c1)C(=O)C=CC4=O,1.1,/,8.6,14.4,8.2,1.1,0.0,-4.8,-1.5
C/C(=N\OC(=O)c1ccccc1F)c1nccs1,-2.0,i,6.8,-6.1,-7.5,-5.3,-0.7,-7.8,4.5
CCCCCc1c(-c2ccc(F)cc2)ncn1CCc1ccccc1OC,/,i,-6.7,28.4,2.1,-5.4,0.7,11.1,-5.0
Cc1ccc(C(=O)COc2ccccc2C(=O)Nc2ccccc2)cc1,1.0,i,2.9,20.7,-4.0,-2.3,-0.6,6.2,-3.5
COCCn1nnnc1C(c1ccccn1)N1CCN(c2cc(C)ccc2C)CC1 (stereo not drawn),3.7,i,2.2,1.5,-9.7,-1.6,-1.1,7.2,0.6

(next part)
smiles,Rin1-Abl PPI inh,Neddyl block,SKN-1 inh,FAS-TE inh,E coli Lon inh,bovine MsrA act,MsrA inh,NRP1-CendR mod,MT1-MMP act inh
COc1ccc(Oc2coc3c(CN4CCOCC4)c(O)ccc3c2=O)cc1,0.3,/,3.6,-6.9,-10.1,-1.8,2.1,-25.9,7.9
NC(c1csc(NC(=O)Nc2ccc(OC(F)(F)F)cc2)n1)C1CCCCC1 (stereo not drawn),5.1,i,1.0,-30.6,-3.8,-5.8,-2.0,-1.2,-4.2
CC(C)(C)c1ccccc1NC(=O)c1ccc2c(c1)SC1=NS(=O)(=O)CCN12,-0.1,i,2.4,0.1,10.2,-1.7,-0.2,0.4,-0.2
CCC(C)c1ccc(NC(=O)C/C(C)=N/NC(=O)c2cnccn2)cc1 (stereo not drawn),-1.7,i,0.6,-7.4,-4.7,-5.4,0.1,0.2,0.4
Cc1cc(SCc2ccccc2F)nc(=O)[nH]1,2.9,i,5.5,-4.0,-25.7,1.9,0.7,-18.6,-1.7
O=C(Nc1ccccc1)Nc1nnc(SCc2ccc(Cl)cc2)s1,-1.6,i,4.5,-0.4,-2.0,-1.2,-1.2,5.0,-1.4
CCN(c1ccccc1)S(=O)(=O)c1ccc(F)cc1C,3.1,i,-6.9,7.0,-14.4,-3.1,1.2,2.3,-1.9
O=C(CSc1nc2ccccc2c(=O)n1-c1ccccc1F)NC1CC1,-0.5,i,16.7,-3.9,-4.2,-1.0,0.9,12.5,4.0
O=C(CSc1nc2cccnc2n1Cc1ccccc1)N1CCCC1,0.5,i,7.8,-4.4,-0.6,-1.1,-1.1,11.7,0.9
O=C(COc1ccc2ccccc2c1Br)N1CCCCC1,-8.4,i,12.5,7.7,3.5,-2.4,/,-12.8,-8.1
COc1ccc(NC2CCCN(C(=O)CCc3ccccc3F)C2)cc1 (stereo not drawn),-0.2,i,0.6,-2.2,-0.8,-1.7,0.6,10.3,0.5
N#Cc1ncc(Cl)c2ccccc12,-0.7,i,-1.4,5.4,-12.9,-1.1,-0.3,9.4,-2.0

By substructure: the compounds so far containing a Cl atom
smiles,Rin1-Abl PPI inh,Neddyl block,SKN-1 inh,FAS-TE inh,E coli Lon inh,bovine MsrA act,MsrA inh,NRP1-CendR mod,MT1-MMP act inh
O=C(Nc1ccccc1)Nc1nnc(SCc2ccc(Cl)cc2)s1,-1.6,i,4.5,-0.4,-2.0,-1.2,-1.2,5.0,-1.4
N#Cc1ncc(Cl)c2ccccc12,-0.7,i,-1.4,5.4,-12.9,-1.1,-0.3,9.4,-2.0

Next section
smiles,Rin1-Abl PPI inh,Neddyl block,SKN-1 inh,FAS-TE inh,E coli Lon inh,bovine MsrA act,MsrA inh,NRP1-CendR mod,MT1-MMP act inh
Cc1ccc(-c2c(C(=O)N/N=C/c3ccncc3)nnn2-c2nonc2N)cc1,0.6,i,-13.9,-7.7,-7.2,-12.6,0.0,7.9,/
Clc1cccc(Cl)c1CN1CCN(c2ncccn2)CC1,-1.4,i,19.4,6.5,-2.8,-0.8,-0.2,-4.2,-1.6
CCOC(=O)C1=C(CS(=O)(=O)c2ccc(F)cc2)NC(=O)NC1c1cc(OC)c(O)c(OC)c1 (stereo not drawn),1.3,i,-9.8,-4.9,1.0,-1.1,-0.3,10.6,0.8
CCOC(=O)C(=O)NCC(c1ccco1)S(=O)(=O)c1cccs1 (stereo not drawn),-0.3,i,-4.5,-7.2,2.1,-2.8,0.6,-6.8,-4.0
COc1ccc(C(=O)Nc2ccc(CN3CCOCC3)cc2)cc1Br,-2.2,i,4.2,-4.5,-7.4,-10.3,-0.1,-1.7,1.1
Cc1noc(C)c1COc1ccc(C(=O)N2CCN(S(=O)(=O)c3ccc(Cl)cc3)CC2)cc1,0.0,i,-1.0,-5.0,3.8,-3.1,-0.9,9.5,-7.4
COc1ccc(C(=O)NC(=S)NNC(=O)c2ccc3ccccc3n2)cc1,2.0,i,-2.1,2.7,11.2,-5.7,0.1,8.8,10.2
CS(=O)(=O)Nc1ccccc1C(=O)Nc1ccccc1Cl,0.9,/,8.8,-14.6,-5.6,-9.5,0.3,-0.4,8.3
N#Cc1c(-c2ccccc2)c(-c2ccccc2)n[nH]c1=O,1.9,i,-20.3,-0.7,-4.9,-13.6,0.5,-6.4,/
Cc1cc(OCC(=O)NCC(C)C)cc(C)c1Br,0.8,i,27.8,-1.4,-2.2,-3.2,-0.5,15.8,-1.3
C=CCN1C=C2C(=O)C(C)(OC(=O)CCc3ccccc3)C(=O)C=C2C=C1c1ccc(C#N)cc1 (stereo not drawn),-0.3,i,-13.2,3.7,-8.6,-3.0,-0.2,12.6,-10.1
O=c1[nH]c(/C=C\c2cccc(C(F)(F)F)c2)nc(O)c1[N+](=O)[O-],1.0,i,2.4,0.5,-1.0,-5.3,3.3,-44.5,0.8

Later entries
smiles,Rin1-Abl PPI inh,Neddyl block,SKN-1 inh,FAS-TE inh,E coli Lon inh,bovine MsrA act,MsrA inh,NRP1-CendR mod,MT1-MMP act inh
CCc1nnc(NC(=O)c2ccc3c(=O)n4c(nc3c2)CCC4)s1,2.4,i,-19.4,-4.6,-3.0,-2.1,2.8,-4.6,0.1
C#CCNC(=O)C[C@@H]1C[C@@]2(C(=O)OC)CCCCC=C2N(Cc2ccc(Cl)cc2Cl)C1=O,/,i,10.5,5.4,-1.4,-1.9,-1.1,-5.0,-0.1
Cc1cnc(NC(=O)c2nn(C)cc2[N+](=O)[O-])s1,-3.1,i,-6.2,-2.5,-1.2,-1.7,0.5,-4.6,-13.0
O=C(O)CC(CC(=O)O)n1cccc1,1.4,i,6.5,-6.1,0.8,-1.6,1.4,-6.1,-1.0
O=C(CN(C(=O)c1csnn1)c1ccccc1F)NCc1ccccc1,1.3,i,19.1,-1.2,2.1,-0.8,-0.8,3.3,2.5
Cc1ccc(N2CN(Cc3ccco3)CNC2=S)cc1,4.4,i,3.7,0.1,-9.1,-2.7,2.0,15.2,-3.5
COc1cccc(C(O)c2nc(-c3ccc(Cl)cc3)cs2)c1 (stereo not drawn),-5.0,i,1.5,22.9,-19.8,0.9,-0.3,-3.7,5.5
CC(=NNC(=S)N1CC2CCC(CC2)C1)c1cccc(C)n1,-0.8,i,-1.1,-17.8,-2.0,-9.7,0.1,9.5,0.9
Cc1ccc(NC(=O)C2CC(=O)N/C(=N/N=C/c3ccco3)S2)cc1 (stereo not drawn),1.9,i,6.9,-2.6,1.5,-8.1,0.3,-5.4,3.3
CCn1c(SCC(=O)Nc2cc(C)on2)nnc1-c1cccc(C)c1,-0.6,i,0.8,-1.9,-9.0,-2.3,0.9,9.3,3.6
CC(NC(=S)Nc1c(Cl)cccc1OC(F)F)C(C)(C)C (stereo not drawn),-7.6,i,0.5,-5.3,2.6,-2.2,-0.1,16.1,-7.9
CCOc1ccc(Nc2nc(N)c([N+](=O)[O-])c(N3CCN(CC)CC3)n2)cc1,-0.6,i,-5.6,1.0,3.5,-3.2,2.2,-7.0,2.3

Additional results.
smiles,Rin1-Abl PPI inh,Neddyl block,SKN-1 inh,FAS-TE inh,E coli Lon inh,bovine MsrA act,MsrA inh,NRP1-CendR mod,MT1-MMP act inh
CNc1ccc(C(=O)N2CCN(S(=O)(=O)c3ccc4c(c3)OCCCO4)CC2)cc1[N+](=O)[O-],-4.2,i,-6.6,18.9,-18.8,-2.0,0.8,5.7,6.3
CC(=O)NCc1ccc(S(=O)(=O)N2CCCN(C)CC2)cc1,3.4,i,10.9,-5.0,-3.0,-2.5,0.1,-7.7,0.1
Cc1ccc(CCN2CC(C(=O)NCCCN3CCC(C)CC3)CC2=O)cc1 (stereo not drawn),0.5,i,9.3,-3.8,-7.9,-3.3,0.5,3.8,2.4
CCCCn1c(N)c(N(CCOC)C(=O)c2cnccn2)c(=O)[nH]c1=O,-2.1,i,-0.9,-6.7,-3.2,-2.1,-0.1,3.9,-7.6
Cc1cccc(-c2nnc(SCc3cc(=O)[nH]c4ccccc34)n2C)c1,-2.2,i,25.9,-11.4,-4.2,-7.6,1.3,-9.3,5.2
O=C(Cc1cccc(C(F)(F)F)c1)Nc1cc(S(=O)(=O)N2CCOCC2)ccc1N1CCCC1,1.6,i,-10.4,8.5,-3.1,4.1,-0.2,-5.0,-0.4
Cc1c(Cl)cnc(NC(=O)COC(=O)c2ccc3ncsc3c2)c1Cl,3.0,i,0.6,7.8,2.8,-4.2,-1.6,-7.5,-0.5
COCCCNC(=O)c1c[nH]c2ccc(S(=O)(=O)N3CCc4ccccc43)cc2c1=O,-4.1,i,-6.1,-0.7,3.8,-1.9,0.3,-3.8,-9.6

No enrichment for hits; any-hit rate near 4.2%.
